CHT allo act – allosterically activates the human high affinity choline transporter | actives 0.49% (n = 310,000) | CHT-expressing cells, membrane potential dye, choline EC20; stronger effect = higher value; LV-AA mutant CHT in HEK293 cells | B-score at 10 µM | Q9GZV3;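 active = initial fluorescence not abnormally high and integrated response B-score, plate-corrected, over 3 SD above library mean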
Target sequence (Q9GZV3 whole entry, looked up): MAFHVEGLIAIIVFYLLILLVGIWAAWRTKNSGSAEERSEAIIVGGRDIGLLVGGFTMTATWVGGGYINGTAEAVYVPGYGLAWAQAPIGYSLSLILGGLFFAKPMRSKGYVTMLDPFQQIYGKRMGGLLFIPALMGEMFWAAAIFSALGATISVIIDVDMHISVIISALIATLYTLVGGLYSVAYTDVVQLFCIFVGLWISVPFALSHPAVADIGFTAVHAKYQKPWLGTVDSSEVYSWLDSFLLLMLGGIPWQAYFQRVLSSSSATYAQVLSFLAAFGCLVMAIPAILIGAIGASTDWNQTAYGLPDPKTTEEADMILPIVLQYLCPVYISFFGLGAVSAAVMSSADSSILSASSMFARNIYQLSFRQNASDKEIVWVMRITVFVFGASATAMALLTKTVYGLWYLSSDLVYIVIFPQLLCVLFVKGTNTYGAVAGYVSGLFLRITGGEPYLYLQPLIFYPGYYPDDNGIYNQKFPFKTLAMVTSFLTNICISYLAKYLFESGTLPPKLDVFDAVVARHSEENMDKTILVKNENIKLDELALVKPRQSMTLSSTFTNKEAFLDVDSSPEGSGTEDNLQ
OX1R antagonist – antagonists of human orexin 1 receptor; actives 0.43% (n = 330,000); CHO/OX1R cells, Fluo-8 calcium fluorescence, orexin A; O43613; AID 434989; inhibition, % at 5 µM;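 active = inhibition above its plate's threshold, mean inhibition of all tested compounds on the plate plus 3 SD, cut at about 37% in these data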;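 also: 0% = orexin A challenge wells and 100% = SB-334867-A antagonist wells; not every result past the cut was called active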
Target sequence (O43613 whole entry, looked up): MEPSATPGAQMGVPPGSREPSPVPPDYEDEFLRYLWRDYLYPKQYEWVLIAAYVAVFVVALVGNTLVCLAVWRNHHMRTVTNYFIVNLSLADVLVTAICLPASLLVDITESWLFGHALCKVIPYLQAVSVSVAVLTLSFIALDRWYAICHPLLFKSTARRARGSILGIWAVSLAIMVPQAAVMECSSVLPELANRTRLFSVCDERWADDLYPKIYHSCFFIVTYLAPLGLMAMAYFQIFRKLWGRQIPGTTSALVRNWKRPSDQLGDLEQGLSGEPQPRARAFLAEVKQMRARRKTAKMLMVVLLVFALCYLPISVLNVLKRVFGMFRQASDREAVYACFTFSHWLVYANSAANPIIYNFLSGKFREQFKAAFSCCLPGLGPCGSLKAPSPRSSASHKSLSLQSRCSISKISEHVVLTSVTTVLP
An asterisk follows results filed as active.

The first four compounds, ahead of the listing:
How did c1ccc(N2CCOCC2)c(Nc2nc3ccccc3n3cnnc23)c1 do in these assays?
CHT allo act: inactive; OX1R antagonist: -29

What do the screens show for `COCCN1C(=O)C(=O)/C(=C(/O)c2ccc(C)cc2)C1c1ccccn1` (configuration not stated)?
CHT allo act: inactive; OX1R antagonist: -8

Results for CCOC(=O)CC1(NC(=O)c2cc(COc3c(F)cccc3F)on2)CCCCC1 ?
CHT allo act: inactive; OX1R antagonist: -26

What do the screens show for `CC1CCCCC1NC(=O)CN(C)S(=O)(=O)c1cccc2nsnc12` (configuration not stated)?
CHT allo act: inactive; OX1R antagonist: -20

The listing, from the first entry:
How did c1ccc(N2CCOCC2)c(Nc2nc3ccccc3n3cnnc23)c1 do in these assays?
CHT allo act: inactive; OX1R antagonist: -29

What do the screens show for `COCCN1C(=O)C(=O)/C(=C(/O)c2ccc(C)cc2)C1c1ccccn1` (configuration not stated)?
CHT allo act: inactive; OX1R antagonist: -8

Results for CCOC(=O)CC1(NC(=O)c2cc(COc3c(F)cccc3F)on2)CCCCC1 ?
CHT allo act: inactive; OX1R antagonist: -26

What do the screens show for `CC1CCCCC1NC(=O)CN(C)S(=O)(=O)c1cccc2nsnc12` (configuration not stated)?
CHT allo act: inactive; OX1R antagonist: -20

Results for O=C(CCCC(=O)c1ccc(F)cc1)c1ccc(F)cc1 ?
CHT allo act: inactive; OX1R antagonist: -41

How did COc1cc2c(cc1OC)C(c1ccccc1Cl)N(C)CC2 (configuration not stated) do in these assays?
CHT allo act: inactive; OX1R antagonist: -13

How did Cc1c(SCCO)c(=O)[nH]c2cc3c(cc12)OCO3 do in these assays?
CHT allo act: inactive; OX1R antagonist: -11

Results for Cc1c(Br)c([N+](=O)[O-])nn1CC(=O)Nc1sc2c(c1C(=O)OC(C)C)CCC(C)C2 (configuration not stated) ?
CHT allo act: inactive; OX1R antagonist: 4

How did CC(C)C[C@H](NC(=O)N1CC(=O)Nc2ccccc21)C(=O)N[C@@H](C(=O)O)c1ccccc1 do in these assays?
CHT allo act: inactive; OX1R antagonist: -11

Results for COc1ccc(CCNC(=O)CC(C)S(=O)(=O)c2ccc3c(c2)NC(=O)CO3)cc1OC (configuration not stated) ?
CHT allo act: inactive; OX1R antagonist: -25

How did CC(Oc1ccc(C(C)(C)C)cc1)C(=O)NC1CC(C)(C)NC(C)(C)C1 (configuration not stated) do in these assays?
CHT allo act: inactive; OX1R antagonist: 7

Results for Cc1cc(C(=O)CN2C(=O)C(=O)N(Cc3ccccc3)C2=O)c(C)n1Cc1ccccc1 ?
OX1R antagonist: 9

How did COc1cccc(C(=O)OCCN(C)C(C)(C)C)c1 do in these assays?
CHT allo act: inactive; OX1R antagonist: -28

Results for O=C(O)c1cc(-c2ccc(Cl)cc2)n(-c2ccccc2)n1 ?
CHT allo act: inactive; OX1R antagonist: 4

Results for Cc1cc(C)n(-c2nc(SCC(=O)N3CCCC3)c3c4c(sc3n2)CCCC4)n1 ?
CHT allo act: inactive; OX1R antagonist: -23

What do the screens show for `O=C(CN1C(=O)/C(=C\c2ccc(C(F)(F)F)cc2)Sc2ccccc21)NCc1ccco1`?
CHT allo act: inactive; OX1R antagonist: 11

How did CC(C)C[C@H](NC(=O)c1nc[nH]c1C(=O)NCCCCCNC(=O)OC(C)(C)C)C(=O)OC(C)(C)C do in these assays?
CHT allo act: inactive; OX1R antagonist: -53

What do the screens show for `CCOc1ccccc1N(CC(=O)NCCSc1ccccc1)S(C)(=O)=O`?
CHT allo act: inactive; OX1R antagonist: -22

What do the screens show for `COc1cccc(CN(C(=O)c2cccc(OC)c2)C2CCS(=O)(=O)C2)c1` (configuration not stated)?
CHT allo act: inactive; OX1R antagonist: -10

How did CNC(=O)c1c(NC(=O)c2ccc(S(=O)(=O)N3CC(C)OC(C)C3)cc2)sc2c1CCN(C(C)C)C2 (configuration not stated) do in these assays?
CHT allo act: inactive; OX1R antagonist: -17

Results for C/C(N)=C(/C#N)C(=O)COC(=O)c1ccc(O)cc1 ?
CHT allo act: inactive; OX1R antagonist: -3

How did Cc1nc2scc(C)n2c(=O)c1S(=O)(=O)Nc1ccc(F)cc1 do in these assays?
CHT allo act: inactive; OX1R antagonist: 0

How did O=C(Cc1nnc(NC(=O)c2ccccc2)s1)N/N=C\c1ccc(O)c(O)c1 do in these assays?
CHT allo act: inactive; OX1R antagonist: -1

How did O=[N+]([O-])c1ccccc1S(=O)(=O)Nc1ccc(-c2ccc3nncn3n2)cc1 do in these assays?
CHT allo act: inactive; OX1R antagonist: -10

How did COc1ccc(CNC(=O)c2ccc(Br)cc2)cc1 do in these assays?
CHT allo act: inactive; OX1R antagonist: -19

What do the screens show for `CCNc1nc(SC(C)C(=O)Nc2ccccc2)nc(N(C)C)n1` (configuration not stated)?
CHT allo act: inactive; OX1R antagonist: 23

What do the screens show for `O=C(COC(=O)c1ncc(Cl)c(Cl)c1Cl)NC1CCS(=O)(=O)C1` (configuration not stated)?
CHT allo act: inactive; OX1R antagonist: -1

Results for Cc1ccc(/C=N/NC(=O)c2ccc3nc[nH]c3c2)o1 ?
CHT allo act: inactive; OX1R antagonist: 4

How did CCn1c(C)c(C(C)=O)c(N2CCN(C(c3ccccc3)c3ccccc3)CC2)nc1=S do in these assays?
CHT allo act: inactive; OX1R antagonist: -33

What do the screens show for `O=[N+]([O-])c1cc(C(F)(F)F)ccc1N1CCN(CCO)CC1`?
CHT allo act: inactive; OX1R antagonist: 5

What do the screens show for `COc1ccc(CNC(=O)C2CCCN(S(=O)(=O)c3c(C)n[nH]c3C)C2)cc1` (configuration not stated)?
CHT allo act: inactive; OX1R antagonist: -12

What do the screens show for `CC(C)(C)C(=O)Nc1ccc(-c2cc3cc(Cl)ccc3o2)cc1`?
CHT allo act: inactive; OX1R antagonist: -13

What do the screens show for `Cc1nnc(NC(=O)c2ccco2)s1`?
CHT allo act: inactive; OX1R antagonist: -12

What do the screens show for `CC12CC3(C)CC(C)(C1)CC(NC(=O)N1CCCC1)(C2)C3`?
CHT allo act: inactive; OX1R antagonist: -31

What do the screens show for `CSc1nnc(NC(=O)c2ccc(S(=O)(=O)N3CCOCC3)cc2)s1`?
CHT allo act: inactive; OX1R antagonist: -14

What do the screens show for `O=C(Cn1cc(C(F)(F)F)ccc1=O)Nc1ccccc1`?
CHT allo act: inactive; OX1R antagonist: 1

How did CC(Oc1ccccc1)C(=O)Nc1ccc(NC(=O)c2ccccc2)cc1 (configuration not stated) do in these assays?
CHT allo act: inactive; OX1R antagonist: 6

How did O=[N+]([O-])c1cc(Cl)ccc1N1CCN(c2cccc(C(F)(F)F)c2)CC1 do in these assays?
CHT allo act: inactive; OX1R antagonist: -26

What do the screens show for `COc1ccc(C(=O)NCC(=O)N/N=C/c2cccnc2)cc1OC`?
CHT allo act: inactive; OX1R antagonist: 4

How did Cc1ccc(S(=O)(=O)N/N=C\c2ccc(Cl)c([N+](=O)[O-])c2)cc1 do in these assays?
CHT allo act: inactive; OX1R antagonist: -2

Results for Cc1cc(Cl)c(OCCCn2cncn2)c(Br)c1 ?
CHT allo act: inactive; OX1R antagonist: -23

What do the screens show for `COc1ccc(NC(=O)COC(=O)CCCC2=NS(=O)(=O)c3ccccc3N2)cc1Cl`?
CHT allo act: inactive; OX1R antagonist: -7

Results for Cn1c2c(c(=O)n(C)c1=O)C(c1ccc(C(F)(F)F)cc1)CC(=O)N2 (configuration not stated) ?
CHT allo act: inactive; OX1R antagonist: -12

What do the screens show for `COc1ccccc1OCc1nc2ccccc2n1C`?
CHT allo act: inactive; OX1R antagonist: -16

What do the screens show for `CC(OC(=O)c1cccc(-n2cnnn2)c1)C(=O)Nc1ccc(F)cc1Cl` (configuration not stated)?
CHT allo act: inactive; OX1R antagonist: -6

What do the screens show for `COc1ccc(OCC(=O)Nc2ccc(S(=O)(=O)N3CCCC3)cc2)cc1`?
CHT allo act: inactive; OX1R antagonist: -7

How did COc1ccc(OCc2cc(C(=O)N(C)Cc3cc(C)no3)no2)c(Cl)c1 do in these assays?
CHT allo act: inactive; OX1R antagonist: -17

How did Fc1cccc(NC(=S)NCc2ccccc2Cl)c1 do in these assays?
CHT allo act: inactive; OX1R antagonist: 20

Results for CCNC(=O)NC(=O)C(C)OC(=O)c1cc(S(=O)(=O)N2CCCCCC2)ccc1OC (configuration not stated) ?
CHT allo act: inactive; OX1R antagonist: -30

What do the screens show for `Cc1nn(CC#N)c(=O)n1-c1ccc(C(C)C)cc1`?
CHT allo act: inactive; OX1R antagonist: -4

How did COc1cccc(-c2cn(C[C@H]3CC[C@@H]([C@@H]4CC[C@H](Cn5cc(-c6cccc(OC)c6)nn5)O4)O3)nn2)c1 do in these assays?
CHT allo act: 7*; OX1R antagonist: -35

How did Cc1sc2nc(CN3CCCC3)nc(Cl)c2c1C do in these assays?
CHT allo act: inactive; OX1R antagonist: -35

What do the screens show for `Cc1ccc(-c2nc3cccnc3s2)cc1NS(C)(=O)=O`?
CHT allo act: inactive; OX1R antagonist: -30

What do the screens show for `CCOC(=O)C1CCN(C(=O)Nc2c(-c3ccccc3)noc2C)CC1`?
CHT allo act: inactive; OX1R antagonist: -13

What do the screens show for `Cn1c(SCC(=O)c2ccc(F)cc2)nnc1-c1cnccn1`?
CHT allo act: inactive; OX1R antagonist: -3

How did CC(C)Cn1c(N)c(C(=O)COC(=O)Cc2cccc(C(F)(F)F)c2)c(=O)n(C)c1=O do in these assays?
CHT allo act: inactive; OX1R antagonist: 8

How did CCCCn1nnnc1SCC(=O)NNC(=O)C1CCCCC1 do in these assays?
CHT allo act: inactive; OX1R antagonist: 0

What do the screens show for `CCC(=O)Nc1ccc(-c2ccc(N3CCN(C)CC3)nn2)cc1`?
CHT allo act: inactive; OX1R antagonist: -4

What do the screens show for `Cc1cc(NC(=O)c2cnn3c(C(F)F)cc(C4CC4)nc23)no1`?
CHT allo act: inactive; OX1R antagonist: -13

What do the screens show for `O=C(NCC1CCN(Cc2ccccc2F)CC1)Nc1ccccc1F`?
CHT allo act: inactive; OX1R antagonist: 0

What do the screens show for `CC[N+](CC)(CC#Cc1ccccc1)CC#Cc1ccccc1`?
CHT allo act: 7.7*; OX1R antagonist: -5

Results for COc1ccc(C)cc1NC(=O)CSc1nnc(CC(=O)Nc2cccc(C(F)(F)F)c2)n1C ?
CHT allo act: inactive; OX1R antagonist: -29

How did COc1cccc(C(=O)OCC(=O)Nc2cc(C)c(C)cc2[N+](=O)[O-])c1 do in these assays?
CHT allo act: inactive; OX1R antagonist: -19

Results for Cc1ccc(N2C(=O)CC(Cc3cccc(C)c3)C2=O)cc1 (configuration not stated) ?
CHT allo act: inactive; OX1R antagonist: -25

Results for CCN(CC(=O)Nc1ccc2c(c1)OCCO2)S(=O)(=O)c1ccc(F)cc1 ?
CHT allo act: inactive; OX1R antagonist: -5

Results for O=C(NC(=S)Nc1ccc2c(c1)OCCO2)c1ccc(F)cc1Cl ?
CHT allo act: inactive; OX1R antagonist: -7

What do the screens show for `CC(C)C[C@H]1CN=C(N(C)C)N1CC(C)C`?
OX1R antagonist: -8

How did CCN(CC(=O)NCc1ccc(F)cc1)C(=O)Cc1c(F)cccc1Cl do in these assays?
CHT allo act: inactive; OX1R antagonist: -27

What do the screens show for `O=C(CSc1ccccc1)Nc1cccc(NC(=O)c2ccco2)c1`?
CHT allo act: inactive; OX1R antagonist: -4

How did c1ccc(Cc2nn3c(Cn4cnc5ccccc54)nnc3s2)cc1 do in these assays?
CHT allo act: inactive; OX1R antagonist: -4

How did COc1ccccc1N1CCN(C(=O)NC23CC4CC(CC(C4)C2)C3)CC1 do in these assays?
CHT allo act: inactive; OX1R antagonist: 1

What do the screens show for `Cc1ccc(-c2nc(NCc3cccnc3)c3ccccc3n2)cc1`?
CHT allo act: inactive; OX1R antagonist: -20

How did COC(=O)c1sc(N)c(C(=O)OC)c1COC(=O)C12CC3CC(CC(O)(C3)C1)C2 do in these assays?
CHT allo act: inactive; OX1R antagonist: -37

How did COc1ccccc1CNC(=O)CCC(=O)N1Cc2cccc(OC)c2Oc2ncccc21 do in these assays?
CHT allo act: inactive; OX1R antagonist: -17

What do the screens show for `Cc1nn(Cc2ccccc2)c(=O)c2nn(-c3ccc(Cl)cc3)c(C)c12`?
CHT allo act: inactive; OX1R antagonist: 4

What do the screens show for `CCCCC(=O)Nc1ccc(N2CCN(c3ccc(F)cc3)CC2)cc1`?
CHT allo act: inactive; OX1R antagonist: -10

What do the screens show for `CCN(CC)CCCNC(=O)c1nn(-c2cccc(OC)c2)c(=O)c2ccccc12`?
CHT allo act: inactive; OX1R antagonist: -20

What do the screens show for `CSc1cccc(NC(=S)N(Cc2ccc(C)cc2)Cc2cccnc2)c1`?
CHT allo act: inactive; OX1R antagonist: 14

How did Cc1cnc(NC(=O)CN2CCN(c3ccccn3)CC2)s1 do in these assays?
CHT allo act: inactive; OX1R antagonist: -21

Results for Cc1ccc(CN2C(=O)CCC2C(=O)NCc2ccco2)cc1 (configuration not stated) ?
CHT allo act: inactive; OX1R antagonist: -9

How did COc1ccc(-n2nc([N+](=O)[O-])c(=NCCc3cccc(C)c3)n2O)cc1 do in these assays?
CHT allo act: inactive; OX1R antagonist: -30

Results for NC(=O)C1(N2CCCCC2)CCN(C(=O)c2ccc(C#CC3(O)CCCCC3)cc2)CC1 ?
CHT allo act: inactive; OX1R antagonist: 8

What do the screens show for `Fc1ccc(-c2nn3c(C4COc5ccccc5O4)nnc3s2)cc1` (configuration not stated)?
CHT allo act: inactive; OX1R antagonist: -14

How did C=CCn1c2ccccc2c2nnc(SCc3ccc4nonc4c3)nc21 do in these assays?
CHT allo act: inactive; OX1R antagonist: -24

Results for Cc1cccc(Nc2nnc(SCC(=O)c3ccc(Br)s3)s2)c1C ?
CHT allo act: inactive; OX1R antagonist: -31

Among those listed so far, these have a cyano group.
Results for C/C(N)=C(/C#N)C(=O)COC(=O)c1ccc(O)cc1 ?
CHT allo act: inactive; OX1R antagonist: -3

What do the screens show for `Cc1nn(CC#N)c(=O)n1-c1ccc(C(C)C)cc1`?
CHT allo act: inactive; OX1R antagonist: -4
